Source: PubChem BioAssay (several laboratories)
NALP1 yeast inh: inhibitors of NALP1 inflammasome in yeast. S. cerevisiae NALP1/ASC/caspase-1 growth, X-gal OD620, 72 h. inhibition, % at 10 µM. 0.61% of 280,000 active; in the data active = inhibition mostly above about 24%, no sharp cut-off; inactive = mostly below about 32%; also: some compounds called inactive have numbers as strong as hits
FID counter: counter-screen for HCV NS3 helicase inhibitors: DNA intercalator displacement | DNA fluorescent intercalator displacement, fluorescence | inhibition, % at 7.9 µM | 0.17% of 290,000 active | AID 1845; in the data active = inhibition above about 37%;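 also: 0% = vehicle and 100% = reference compound; higher means more ethidium bromide displaced from hairpin DNA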
VIM-2 inh: blocks Pseudomonas aeruginosa VIM-2 metallo-beta-lactamase; inhibition, % at 5.6 µM; purified VIM-2, nitrocefin hydrolysis, epi-absorbance fluorescence; 0.89% of 290,000 active; AID 1527;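 active = inhibition above the mean of all tested compounds plus 3 SD, cutoff set per screening run, cut at about 7.5% in these data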;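 also: red hydrolysis product quenches plate fluorescence so inhibitors raise well fluorescence; 0% = enzyme with DMSO and 100% = DMSO without enzyme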
MEKK2 mut-MEK5: signal of MEK5 binding to mutant human MEKK2 PB1 domain; 0.35% of 290,000 active; percent response, % at 10 µM; bead flow cytometry, Alexa488-MEK5 binding to MEKK2 mutant; in the data active = percent response above about 24%, passing the limit was not always enough; also: inactives centre near 1; some results filed as inactive read as strong as hits
IMP-1 inh: blocks Pseudomonas aeruginosa IMP-1 metallo-beta-lactamase; purified IMP-1, nitrocefin hydrolysis, epi-absorbance fluorescence; inhibition, % at 5.6 µM; 0.45% of 290,000 active;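 active = inhibition above the mean plus 3 SD of all compounds in the same screening run, cut at about 4.5% in these data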;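 also: 0% = IMP-1 with DMSO and 100% = DMSO wells lacking enzyme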
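System: purified IMP-1; amount: IMP-1 0.2 nM before substrate addition; compound: single dose, 5.6 µM; times: 25 °C, 15 min preincubation, 25 min reaction; signal: Epi-absorbance via hydrolysed-nitrocefin quenching of white-plate fluorescence, 480/530 nm, EDTA stop; benchmarks: DMSO with and without IMP-1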
SUMO HTRF inh: inhibitors of human SUMOylation (UBC9). P63279. HTRF SUMOylation assay, SAE1/SAE2 + UBC9, in vitro. inhibition, % at 35 µM. 0.36% of 290,000 active. AID 2006; in the data active = inhibition above about 50%, passing the limit was not always enough; also: strong numbers were not always called active
Target sequence (P63279 whole entry, looked up): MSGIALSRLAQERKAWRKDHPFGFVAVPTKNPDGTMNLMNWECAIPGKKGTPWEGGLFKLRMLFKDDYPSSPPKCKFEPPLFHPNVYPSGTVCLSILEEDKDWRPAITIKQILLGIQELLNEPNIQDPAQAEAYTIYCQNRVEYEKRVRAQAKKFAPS
NS3 helicase inh: inhibitors of Hepatitis C virus NS3 helicase | NS3 helicase DNA unwinding, Cy5 molecular beacon fluorescence | inhibition, % at 10.9 µM | AID 1800 | 0.56% of 290,000 active;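 active = inhibition above the mean of all tested compounds plus 3 SD, set per campaign, cut at about 35% in these data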;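 also: 0% = DMSO wells and 100% = thioflavine S control wells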
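assay system = NS3 helicase fragment of HCV | buffer or medium = MOPS pH 6.5, MgCl2, DTT, Tween20, BSA | timing = 60 min unwinding reaction at 25 °C after ATP addition | signal = Cy5 beacon fluorescence read at start and 1 h | read-out basis = % inhibition of unwinding | control set = low DMSO, high thioflavine S at 110 µM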
PfM18AAP inh: PfM18AAP enzyme inhibition; recombinant PfM18AAP, H-Glu-NHMec fluorogenic cleavage; inhibition, % at 7.35 µM; 1.2% of 290,000 active; AID 1822;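 active = inhibition above the campaign mean inhibition over all tested compounds plus 3 SD, cut at about 28% in these data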;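 also: 0% = plate median of test compound wells and 100% = 2 mM ZnCl2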
MEKK2 WT-MEK5: raises or lowers MEK5 binding to wildtype human MEKK2 PB1 domain; AID 1531; 1.1% of 290,000 active; Q9Y2U5; bead flow cytometry, Alexa488-MEK5 binding to MEKK2 WT; actives lie on both sides; binding response (% of control), % at 10 µM; in the data active = binding response below about 67% or above about 130%
Starred values were filed as active, the others as inactive; / = no result given.

SMILES	NALP1 yeast inh	FID counter	VIM-2 inh	MEKK2 mut-MEK5	IMP-1 inh	SUMO HTRF inh	NS3 helicase inh	PfM18AAP inh	MEKK2 WT-MEK5
Cc1ccc(S(=O)(=O)NCCNC(=O)N2CCOCC2)cc1	12	1	-2.7	0	-2.3	14	7	0	99
O=C(OCc1ccc(Br)cc1)c1cccc(-c2nnc(-c3ccccc3)o2)c1	24	-2	-2.9	12	-1.7	21	3	2	100
Cc1cc(C)nc(SCc2cn3c(C)cc(C)nc3n2)n1	/	-4	-1.4	-15	-2.2	31	5	0	88
O=C(Nc1nc2ccsc2c(=O)s1)C1CCC1	/	1	-0.4	32	-3.0	12	-4	5	116
Cc1ccc(C(=O)COc2ccc3c(C)cc(=O)oc3c2)cc1	6	-12	1.5	4	-2.3	4	-9	3	108
Cc1cccc(NC(=O)C(=O)NCC2CCCO2)c1 (stereo not drawn)	4	-1	-0.7	-9	-1.0	14	-1	1	97
O=C(CSc1ccc(Cl)cc1)Nc1cccc(NC(=O)c2ccco2)c1	15	-11	-1.7	-4	-2.7	10	2	1	98
O=C(O)c1cccc(S(=O)(=O)N2CCOCC2)c1	0	2	-0.3	6	-2.4	4	3	-5	111
CCn1c(CNC(=O)c2ccc(F)cc2)cc2ccccc21	-2	-13	-1.9	13	-2.6	0	1	1	109
c1cc(-n2nnc3cnccc32)ccn1	/	-6	-1.1	-17	-1.7	9	-1	10	86
NC(=O)Nc1ccc(C(=O)OCC(=O)Nc2ccc([N+](=O)[O-])cc2C(F)(F)F)cc1	17	-1	-0.2	-1	-0.8	-9	13	-8	98
CCCc1nnc(SCC(=O)O)n1CC	/	-2	-1.1	-1	-3.4	39	3	-4	97
COCc1nnc(NC(=O)c2cc(OC)c(OC)cc2[N+](=O)[O-])s1	18	-5	-1.1	-3	-0.6	-6	0	-10	90
Cc1ccc(Cl)cc1NC(=O)NCCN1CCCCC1	8	3	-2.1	9	-1.9	1	0	4	109
COc1ccc(-c2csc(N=C(N)N)n2)cc1	-6	12	5.8	2	-2.0	-11	-1	2	110
COC(=O)c1ccc(CNC(=O)COC(=O)C2CC3C=CC2C3)cc1 (stereo not drawn)	-22	-4	-0.9	-5	-2.6	-2	5	1	96
CC(C)Oc1ccc(C2CC(=O)N(C)C2=O)cc1 (stereo not drawn)	3	-8	-4.1	19	-3.8	5	3	-4	101
CNc1ccccc1C(=O)OCC(=O)c1ccc(F)cc1	-2	-4	-0.2	-3	-1.5	10	-4	1	100
COc1cc2[nH]c(=S)nc(NC3CCCC3)c2cc1OC	-8	-10	-1.2	-3	-2.2	9	-7	11	94
COc1cc(OC)cc(C(=O)NNS(=O)(=O)c2ccc(F)cc2)c1	18	-7	-2.7	14	-3.8	12	4	3	107
Cc1ccc(S(=O)(=O)c2nc(S(C)(=O)=O)sc2N2CCC(C(N)=O)CC2)cc1	16	-11	-1.0	0	-0.4	14	6	-2	92
COc1ccc(NC(=O)CSc2ccc(NC(C)=O)cc2)cc1S(=O)(=O)N1CCCCC1	20	-22	-4.3	0	-2.2	7	6	3	101
Cc1ccc(S(=O)(=O)CCC(=O)N2CCc3ccccc32)cc1	19	-13	-3.4	/	-2.9	11	-6	0	/
Cc1ccc(/C=C/C(=O)c2ccccc(=O)c2O)c(C)c1	6	-17	-4.5	-1	1.8	17	38*	14	94
COc1ccccc1CCNC(=O)CCn1c(=O)oc2ccccc21	27	-10	0.2	10	-3.6	-2	-9	-5	115
CC(C)c1ccc(/C=C/C(=O)NNC(=O)c2cccnc2)cc1	-12	-4	-2.2	3	-3.4	10	-7	0	103
Cc1ccc(-c2ccnc3nc(-n4cccc4)nn23)o1	11	-4	4.6	-2	-1.5	11	8	-9	96
Cc1ccc(N2CN=c3s/c(=C\c4ccccn4)c(=O)n3C2)cc1	-13	-2	-3.5	6	-4.9	5	0	-7	99
CC(=O)Nc1ccc2nc(SCC(=O)O)sc2c1	31	3	0.1	2	-0.7	14	-1	0	103
CC1(C)C2CCC1(CS(=O)(=O)N1CCN(c3ccccc3F)CC1)C(=O)C2 (stereo not drawn)	20	-34	-0.1	-1	-0.4	10	-2	-13	101
COc1ccc(Br)cc1CN1CCC(N2CCCC2)CC1	8	13	-0.6	14	-0.5	23	0	-3	119
COC(=O)c1sc(N2C(=O)C(=O)/C(=C(/O)c3ccccc3)C2c2ccco2)nc1C (stereo not drawn)	31	-5	-1.6	-4	-2.2	8	28	22	100
COc1ccc(NC(=O)c2cc3ccccc3o/c2=N\NS(=O)(=O)c2ccc(C)cc2)cc1	15	-3	-2.2	11	-2.7	22	1	1	104
COc1cccc(OC)c1C(=O)NC(=O)Oc1c(F)cccc1F	17	-4	0.9	-5	0.0	13	10	-16	95
C#CCOCCOCCOCCNc1nc(N2CCOCC2)nc(N2CCN(C(=O)Cn3cc(CC(C)O)nn3)CC2)n1 (stereo not drawn)	14	-26	-2.3	3	-0.8	12	2	4	82
Cc1c(C(=O)N2CCCCCC2)c(S(=O)(=O)NCc2ccccc2Cl)c(C)n1C	8	-49	0.3	0	-0.5	-12	-4	0	103
Cc1ccc(CCNC(=O)CNC(=O)c2cccs2)cc1	5	-3	-2.1	-6	-2.9	-2	31	-7	92
Cc1cc(C)nc(N2CCCC(C(=O)Nc3ccc(F)cc3)C2)n1 (stereo not drawn)	4	-24	-4.4	9	-4.2	21	-8	2	97
O=C(c1cccnc1)N1CCc2ccccc21	-4	-4	-1.8	-2	-0.5	11	9	2	94
Cc1nc(C)n(C(C)CNC(=O)c2ccco2)n1 (stereo not drawn)	2	3	-2.0	5	-1.6	16	2	-4	107
C=CCn1c(SCC(=O)NC2CCCCC2)nnc1C(C)NC(=O)c1cccs1 (stereo not drawn)	/	-19	0.1	8	-2.2	2	-3	0	107
Cc1ccc(NC(=O)CN(C)CC(=O)Nc2cccc(F)c2)cc1S(=O)(=O)N1CCCCCC1	6	-7	-0.7	/	-0.2	-19	-7	2	/
CCC(C(=O)OCC(=O)c1ccc2c(c1)NC(=O)CO2)c1ccccc1 (stereo not drawn)	-4	-20	-1.1	-18	-3.0	5	-4	-1	92
Oc1ccc(N2CCN(C(c3cccs3)c3nnnn3CCc3ccccc3)CC2)cc1 (stereo not drawn)	31	-17	3.4	-1	0.7	1	9	14	98
COc1ccc(CCNC(=S)Nc2cc(C)ccc2C)cc1	8	-13	-4.2	2	-5.7	21	7	-9	107

Copied from the list.
FID counter result of Cc1ccc(NC(=O)CN(C)CC(=O)Nc2cccc(F)c2)cc1S(=O)(=O)N1CCCCCC1 stands at -7
NALP1 yeast inh result of C#CCOCCOCCOCCNc1nc(N2CCOCC2)nc(N2CCN(C(=O)Cn3cc(CC(C)O)nn3)CC2)n1 (stereo not drawn) stands at 14

The list goes on.
SMILES	NALP1 yeast inh	FID counter	VIM-2 inh	MEKK2 mut-MEK5	IMP-1 inh	SUMO HTRF inh	NS3 helicase inh	PfM18AAP inh	MEKK2 WT-MEK5
O=C(NCCn1c(C(F)(F)F)nc2ccccc21)[C@H]1CCCN1c1nc(CN2CCCCC2)cs1	24	-8	-0.5	-4	-1.5	1	1	5	97
CCOc1ccc(N2C(=O)CC(NC3CCCCNC3=O)C2=O)cc1 (stereo not drawn)	-74	-4	-4.2	11	-2.7	-1	-1	-5	103
COC(=O)c1ccc(/C=N/Nc2nc(-c3ccc(Cl)cc3Cl)cs2)cc1	-2	-1	-0.2	-13	-0.4	0	-4	-3	84
COc1ncccc1C(=O)N1CCCC(N2CCN(c3ccc(F)cc3)CC2)C1 (stereo not drawn)	10	-24	2.0	-10	0.8	8	27	1	81
Cc1ccc(C23CC4CC(CC(C(=O)NN)(C4)C2)C3)cc1	14	-16	-3.3	3	-4.2	2	18	0	100
Cn1nnnc1SCC(=O)Nc1nc2ccccc2s1	4	-2	0.5	1	0.3	7	-2	-10	74
O=C1C=C(c2ccccc2)CC(c2cccs2)C1n1cnc([N+](=O)[O-])c1 (stereo not drawn)	14	-14	-1.9	1	-1.2	35	12	8	102
OCCC1CN(Cc2nc(-c3ccccc3)cs2)CCN1CCc1ccccc1 (stereo not drawn)	16	1	-1.9	-4	-1.5	16	-22	2	98
CCOC(=O)C1CCN(C(=O)c2ccccc2NS(=O)(=O)c2cc(C)ccc2C)CC1	32	0	-1.6	4	-4.0	2	-1	1	89

Compounds from the list above with fluorine:
SMILES	NALP1 yeast inh	FID counter	VIM-2 inh	MEKK2 mut-MEK5	IMP-1 inh	SUMO HTRF inh	NS3 helicase inh	PfM18AAP inh	MEKK2 WT-MEK5
CCn1c(CNC(=O)c2ccc(F)cc2)cc2ccccc21	-2	-13	-1.9	13	-2.6	0	1	1	109
NC(=O)Nc1ccc(C(=O)OCC(=O)Nc2ccc([N+](=O)[O-])cc2C(F)(F)F)cc1	17	-1	-0.2	-1	-0.8	-9	13	-8	98
CNc1ccccc1C(=O)OCC(=O)c1ccc(F)cc1	-2	-4	-0.2	-3	-1.5	10	-4	1	100
COc1cc(OC)cc(C(=O)NNS(=O)(=O)c2ccc(F)cc2)c1	18	-7	-2.7	14	-3.8	12	4	3	107
CC1(C)C2CCC1(CS(=O)(=O)N1CCN(c3ccccc3F)CC1)C(=O)C2 (stereo not drawn)	20	-34	-0.1	-1	-0.4	10	-2	-13	101
COc1cccc(OC)c1C(=O)NC(=O)Oc1c(F)cccc1F	17	-4	0.9	-5	0.0	13	10	-16	95
Cc1cc(C)nc(N2CCCC(C(=O)Nc3ccc(F)cc3)C2)n1 (stereo not drawn)	4	-24	-4.4	9	-4.2	21	-8	2	97
Cc1ccc(NC(=O)CN(C)CC(=O)Nc2cccc(F)c2)cc1S(=O)(=O)N1CCCCCC1	6	-7	-0.7	/	-0.2	-19	-7	2	/
O=C(NCCn1c(C(F)(F)F)nc2ccccc21)[C@H]1CCCN1c1nc(CN2CCCCC2)cs1	24	-8	-0.5	-4	-1.5	1	1	5	97
COc1ncccc1C(=O)N1CCCC(N2CCN(c3ccc(F)cc3)CC2)C1 (stereo not drawn)	10	-24	2.0	-10	0.8	8	27	1	81
